HTR5A inv ag = HTR5A inverse agonism, opioid heterodimer counter-screen | HTR5A cell line, luminescence | P47898 | inhibition, % at 9.3 µM | 0.083% of 340,000 active; in the data active = inhibition mostly above about 23%, no sharp cut-off; inactive = mostly below about 18%;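 also: 0% = cells with DMSO and 100% = no-cell wells with DMSO; some compounds called inactive have numbers as strong as hits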
Target sequence (P47898 whole entry, looked up): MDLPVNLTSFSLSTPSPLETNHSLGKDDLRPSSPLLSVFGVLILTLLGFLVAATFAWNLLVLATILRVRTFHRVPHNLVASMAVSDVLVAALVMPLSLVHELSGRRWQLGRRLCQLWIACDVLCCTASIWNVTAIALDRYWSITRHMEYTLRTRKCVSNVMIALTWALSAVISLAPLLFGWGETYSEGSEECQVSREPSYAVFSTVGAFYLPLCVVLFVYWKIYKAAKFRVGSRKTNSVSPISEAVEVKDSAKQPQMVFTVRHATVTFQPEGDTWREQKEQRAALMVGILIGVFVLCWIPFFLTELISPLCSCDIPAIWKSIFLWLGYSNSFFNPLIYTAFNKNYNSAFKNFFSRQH
HTR5A ag ctr = activates human HTR5A in OPRM1-OPRD1 agonist counter-screen | HTR5A agonist assay, luminescence, cell-based | 0.61% of 340,000 active | P47898 | activation, % at 9.3 µM; in the data active = activation mostly above about 9.5%, no sharp cut-off; inactive = mostly below about 7.6%;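 also: 0% = cells with vehicle only and 100% = reference agonist; strong numbers were not always called active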
PKA-R1A act = PKA-R1A complex activation. P00514+P68181. PKA-R1A dissociation, Cy5-IP20 fluorescence polarization; scaled: DMSO 0%, 113 µM cGMP 100%. activation, % at 11.4 µM. 0.083% of 340,000 active. AID 504707;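 active = percent activation above the mean of all tested compounds plus 3 SD, cut at about 19% in these data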;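 also: higher means more PKAc released from R1A so a rise in polarization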
AddAB inh = less growth of phage-infected E. coli with AddAB. inhibition, % at 11.9 µM. AID 435030. 0.29% of 330,000 active. E. coli expressing H. pylori AddAB, absorbance growth; in the data active = inhibition above about 12%;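 also: 0% = vehicle wells of infected cells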
phage Ecoli inh = E. coli growth loss with phage present; growth absorbance; inhibition, % at 11.9 µM; 0.26% of 360,000 active; AID 651602; in the data active = inhibition above about 11%
DAGLB inh = diacylglycerol lipase beta (human) inhibition. Q8NCG7. HEK293T DAGLB membrane lysate, EnzChek fluorogenic substrate. inhibition, % at 5.17 µM. 0.059% of 340,000 active; in the data active = inhibition above about 34%;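 also: 0% = enzyme with vehicle and 100% = wells lacking enzyme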
Ecoli viability = counter-screen for AddAB inhibitors: E. coli growth inhibition. inhibition, % at 11.9 µM. AID 449728. 0.27% of 330,000 active. E. coli V3065 growth, OD600 absorbance, 18 h;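 active = inhibition above the campaign's mean inhibition across all tested compounds plus 3 SD, cut at about 9.9% in these data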;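 also: uninfected addAB+ strain grown without phage in ampicillin broth; 0% = DMSO wells and 100% = ciprofloxacin 0.95 µg/ml wells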
PKA-R2B activ = PKA-R2B complex activation; activation, % at 11.4 µM; P22694+P31323; PKA-R2B holoenzyme dissociation, Cy5-IP20 fluorescence polarization; R2B truncated from residue 108, S112A mutant; 0% DMSO only, 100% 113 µM cGMP; 0.079% of 340,000 active;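 active = activation above a cutoff set at the mean over all compounds plus 3 SD, cut at about 18% in these data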;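 also: higher means more holoenzyme dissociation and a rise in polarization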
Target sequence (P31323 whole entry, looked up, other chains not shown, the tested form may be a part): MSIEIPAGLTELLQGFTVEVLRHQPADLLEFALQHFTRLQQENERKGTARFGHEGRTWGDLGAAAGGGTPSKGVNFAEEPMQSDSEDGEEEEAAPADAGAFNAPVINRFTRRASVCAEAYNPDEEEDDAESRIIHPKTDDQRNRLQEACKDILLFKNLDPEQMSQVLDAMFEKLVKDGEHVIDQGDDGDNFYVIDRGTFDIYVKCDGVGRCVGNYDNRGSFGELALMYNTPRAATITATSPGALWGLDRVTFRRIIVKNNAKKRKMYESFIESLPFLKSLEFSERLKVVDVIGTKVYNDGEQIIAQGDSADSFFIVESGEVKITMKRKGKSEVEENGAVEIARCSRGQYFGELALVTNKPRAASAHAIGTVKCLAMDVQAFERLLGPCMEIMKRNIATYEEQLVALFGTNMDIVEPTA
Tat export inh = inhibitors of E. coli Tat protein transport; E. coli MC4100 TorA-mCherry Tat export, fluorescence; inhibition, % at 10 µM; 0.036% of 340,000 active; AID 488895;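 active = mean replicate inhibition at least 50% and at least half of replicates individually reaching 50%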;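 also: exported cargo escapes ClpAP degradation while cytoplasmic cargo is degraded and loses fluorescence; 0% = median of neutral control wells and 100% = median of NaSCN control wells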
CDK5 inh = CDK5/p35 (human) kinase inhibition; Recombinant CDK5/p35, ADP-Glo luminescence, 60 min; inhibition, % at 10 µM; Q00535+Q15078; 0.01% of 330,000 active;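 active = highest replicate inhibition of at least 50% and at least 75% of replicates reaching 50%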;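 also: plate controls were DMSO neutral control for no effect and GW8510 at 10 µM for full effect; many of its hits are not listed in these tables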
SUMO Mot1 rescue = SUMOylation pathway inhibition by Mot1-301 growth rescue. growth rescue, % at 18.8 µM. S. cerevisiae Mot1-301 growth rescue, ATP luminescence, 38.5C; percent above DMSO median, 100 means doubled. 1% of 320,000 active. AID 2716;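 active = every valid replicate shows activation above 250% relative to neutral control wells; inactive = the rest, any valid replicate at or below 250%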;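 also: OY570 slx delta 5 strain wells were the positive control but not used for scaling; some compounds called inactive have numbers as strong as hits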
Active calls of the source: *; . = no result given.

Screens in order – CDK5 inh	SUMO Mot1 rescue	DAGLB inh	HTR5A inv ag	PKA-R2B activ	PKA-R1A act	HTR5A ag ctr	Ecoli viability	AddAB inh	phage Ecoli inh	Tat export inh
- O=C(Cc1ccc2c(c1)CCCC2)Nc1ccccc1Br
→ -0.3	8	-11	-36	-6	0	14	-3.0	-0.1	-0.4	-11
- CCCc1nc(SCC(=O)c2ccc(OC)cc2)c2ccccc2n1
→ 0.1	0	-11	-7	-10	8	15	2.1	2.4	4.1	1
- O=C(CN1CCCc2ccccc21)NCc1ccccc1Cl
→ 0.0	168	2	-8	-6	0	2	1.4	4.6	4.4	-6
- CC12CCC(C(=O)Nc3ccc(SC(F)F)cc3)(CC1=O)C2(C)C (stereo unspecified)
→ 0.6	-4	-1	-14	-9	3	9	0.7	1.8	-0.1	-2
- O=C(COC(=O)C12CC3CC(CC(C3)C1)C2)Nc1ccc([N+](=O)[O-])cc1Br
→ 0.4	1	-5	-6	-2	-12	2	2.0	3.8	1.2	-2
- Cc1cc2c(c(SCC(=O)NCc3ccccc3Cl)n1)C(=O)OC2
→ -0.9	-15	-1	32	-4	1	1	1.5	1.4	-0.1	-8
- CN(CC1CCCN(CCc2cccc(C(F)(F)F)c2)C1)C(=O)c1ccc2nc[nH]c2c1 (stereo unspecified)
→ 0.9	9	3	-9	-9	2	4	1.8	1.5	1.3	3
- CCCCc1nc2ccccc2c(NC(=O)CN(CC)CC)c1CCC
→ 1.8	131	-6	1	2	1	0	-1.5	-1.2	0.3	5
- COC(=O)C1=C(C)n2nnnc2NC1c1cc2ccccc2o1 (stereo unspecified)
→ -2.1	-8	3	0	-14	0	-2	0.8	0.8	1.2	-1
- Cn1c(=O)n(C)c2cc(S(=O)(=O)N3CCCc4ccccc43)ccc21
→ -0.6	1	1	5	3	-4	4	-0.8	0.3	2.8	-2
- COc1ccc(CCNCc2ccc(OCC(=O)N3CCCCC3)c(OC)c2)cc1OC
→ -1.2	-4	1	-8	5	-9	-1	1.0	-1.1	0.6	0
- Fc1cccc2ncnc(OCc3ccccc3)c12
→ -2.5	4	0	5	2	4	3	-0.8	-0.2	2.8	2
- COc1cccc(NC(=O)CN(C)C(=O)c2ccc(OCc3ccccc3)c(OC)c2)c1
→ -5.2	-9	3	0	-9	-7	9	1.0	-0.7	1.8	1
- COc1cccc(/C=C2\SC(=O)N(CC(=O)NCCCn3ccnc3)C2=O)c1
→ 0.0	-23	3	21	-7	-11	3	-0.4	1.4	0.1	6
- Cc1sc2ncnc(SCC(=O)Nc3ccc(S(=O)(=O)N4CCOCC4)cc3)c2c1C
→ -2.2	-3	-2	-11	4	1	3	0.0	-2.1	1.8	7
- COc1ccc(C(=O)NCc2nnc(SC)n2C2CCCCC2)cc1
→ 0.0	2	-3	3	7	5	-1	-2.6	0.2	0.4	8
- CC(=O)NNS(=O)(=O)c1ccc(-c2cc(C(F)(F)F)n(C)n2)s1
→ 0.3	-6	-2	4	5	-22	4	0.7	2.1	3.5	-11
- Nc1ccc(-c2nc3cc(N)ccc3s2)cc1
→ 0.3	.	1	-23	-2	-7	4	-2.6	0.4	2.7	3
- CCCn1nc(NC(=O)c2cccs2)c2cc3ccc(C)cc3nc21
→ -0.4	3	-5	-6	-4	-7	3	0.4	0.7	-2.2	-4
- COc1ccc(-c2nn(-c3ccccc3)cc2/C=N/NC(=S)NC(C)C)cc1OC
→ 1.1	45	-1	8	-9	-7	-3	-2.2	1.6	2.0	5
- COC(=O)c1ccc(OC(=O)C23CCC(C)(C(=O)O2)C3(C)C)cc1 (stereo unspecified)
→ -0.2	27	-1	-9	-1	-1	5	-0.3	-0.9	-1.7	0
- COc1ccc(NC(=O)C(C)NS(=O)(=O)c2ccc(NC(C)=O)cc2)cc1Cl (stereo unspecified)
→ 0.6	51	-2	3	3	3	1	-0.2	1.4	1.2	6
- CCN(C(=O)COC(=O)c1cc(-c2cccs2)nc2ccccc12)C1CCS(=O)(=O)C1 (stereo unspecified)
→ -0.2	4	-4	-11	-11	-14	4	-1.8	-2.5	0.0	8
- O=C(c1ccc2c(c1)OCO2)N1CCC2(CC1)Oc1ccc(Cl)cc1C(=O)C21CC(c2cccnc2)=NO1 (stereo unspecified)
→ 1.1	-23	-5	-37	-7	-13	-4	0.5	0.7	-2.3	2
- COc1ccccc1NC(=O)CSc1c2c(nc3ccccc13)CCC2
→ 0.6	3	-3	10	-1	-14	-4	-0.7	-1.4	3.3	9
- CCC1=NC(c2ccccc2OC)N(O)C1(C)C (stereo unspecified)
→ 1.7	-2	0	15	-7	-1	4	2.0	0.8	3.8	-3
- O=C(O)CCNc1cc(N2CCN(C(=O)c3ccco3)CC2)c2noc3c2c1C(=O)c1ccccc1-3
→ 3.9	-22	14	14	9	0	-6	-4.9	-2.1	0.1	8
- Fc1ccc(N/N=C/c2cccnc2)c(F)c1
→ 0.3	125	3	-10	3	-1	4	2.9	-0.8	4.7	-1
- O=C(CCl)N1c2ccccc2Oc2ccc3ccccc3c21
→ -0.2	.	-39	-11	-8	-14	3	.	.	2.4	-1
- O=C(N/N=C/c1ccc(OC(=O)c2ccccc2)cc1)c1cccnc1
→ 0.7	-20	-1	-10	-1	7	9	0.6	0.2	0.8	4
- CN(c1ccccc1)S(=O)(=O)c1ccc(C(=O)Nc2nnc(C3CC3)o2)cc1
→ -0.6	-1	0	3	10	18	-1	-4.6	-0.4	3.0	2
- O=C(COC(=O)c1cc(S(=O)(=O)N2CCCC2)ccc1O)Nc1ccc(S(=O)(=O)N2CCOCC2)cc1
→ -3.6	-14	1	-12	-7	-6	-6	4.0	1.8	0.6	0
- COc1ccccc1CNC(=O)CNC(=O)c1cn(-c2ccccc2OC)c(=O)c2ccccc12
→ -3.0	163	-1	2	1	-1	-1	-1.5	2.6	-2.2	-4
- COc1ccccc1NS(=O)(=O)c1ccc(C)c(C(=O)NC2CCN(Cc3ccccc3)CC2)c1
→ -0.9	.	2	1	-8	-10	0	.	.	1.9	0
- COCc1cc(C)nc2sc(C(=O)N3CCCC3)c(N)c12
→ 0.8	-3	-2	14	2	-2	5	-1.1	1.4	2.9	-12
- Cc1ncc(CO)c(/C=N/NC(=S)Nc2ccc(C(C)C)cc2)c1O
→ -1.0	346	-2	1	-3	3	-7	-0.5	1.3	8.0	0
- O=C(N/C=C\n1cnc2cc(C(F)(F)F)ccc21)c1ccc([N+](=O)[O-])cc1
→ 0.1	-7	-1	-27	-4	5	9	0.8	-1.6	3.2	-1
- CNC(=S)NCCc1c[nH]c2ccc(OC)cc12
→ 1.0	-7	0	-4	1	-5	2	-1.3	0.5	1.5	-11
- O=C(C(=O)N1CCCc2ccccc21)N1CCCc2ccccc21
→ 1.4	130	-2	-5	5	7	-6	-1.2	1.3	3.6	0
- O=C(CN1C(=O)NC2(CCCCCCC2)C1=O)N1CCc2ccccc2C1
→ -2.2	-18	-1	-3	4	2	1	-2.7	1.5	1.2	0
- CC(=O)NNc1cc(=O)c2c(=O)n(C)c(=O)n(C)c2[nH]1
→ -2.0	-2	1	-3	-3	1	2	-1.1	-0.1	-0.1	-4
- Cc1cc(Br)cc2c(C(=O)Nc3c(C)n(C)n(-c4ccccc4)c3=O)cc(-c3cccs3)nc12
→ -1.1	-18	0	-10	-9	-7	5	-2.0	1.8	0.6	0
- COc1ccccc1N(Cc1cc(=O)[nH]c2ccccc12)C(=O)c1cccc([N+](=O)[O-])c1
→ 0.9	.	4	5	-1	-2	-4	-0.9	1.8	-0.1	6
- COc1cc(NS(=O)(=O)c2ccc(NC(C)=O)cc2)cc(OC)c1
→ 0.9	-5	3	20	1	0	3	-0.6	1.9	-1.4	13
- Cc1cccc(/C=C2/Sc3ccc(C(=O)N4CCOCC4)cc3NC2=O)c1
→ 7.4	-12	6	18	-9	-2	1	-0.2	2.5	-1.2	1
- COc1ccccc1NC(=O)CSc1nnnn1-c1ccccc1OC
→ 0.7	2	-3	5	-8	3	-1	1.1	1.8	2.4	5
- NS(=O)(=O)c1cccc(NC(=O)COC(=O)/C(=C/c2cccs2)c2cccs2)c1
→ 1.0	-2	1	-13	10	7	8	-2.5	2.6	4.2	3
- CCN(CC)C(=O)[C@H]1C[C@H](CC(=O)NCCN2CCOCC2)C(=O)N2CCc3c([nH]c4cc(CCC(=O)N(C)C)ccc34)[C@]12C
→ -3.3	.	-1	1	-2	-5	0	-0.4	-1.4	5.6	-1
- S=C1NC(c2ccccc2)=NCN1c1ccc(Cl)cc1
→ 1.2	15	-1	-23	0	6	-4	-0.7	-1.3	-11	2
- O=C(CN1CCN(Cc2ccc(Cl)cc2)CC1)N/N=C/c1ccccc1F
→ 0.7	12	0	-19	-6	-11	7	-2.0	2.8	3.5	8
- COc1ccc(CNC(=O)CN2C(=O)c3ccccc3S2(=O)=O)cc1
→ -1.2	.	2	-2	-3	-2	0	.	.	-0.1	-2
- COc1cc(C(=O)NCCC(=O)NCCc2ccc(Cl)cc2)cc(OC)c1OC
→ 2.0	7	-2	21	-5	-11	-8	-2.0	-0.3	0.6	5
- Cc1nc(S/C(C(=O)O)=C2/C(=O)Nc3ccccc32)n[nH]1
→ -1.1	4	-1	20	-3	-3	-4	-0.7	-0.8	0.8	-6
- CC1CCN(C(=O)c2scc3c2OCCO3)CC1
→ 0.4	6	1	-42	-6	-19	-1	-0.7	0.8	2.0	12

High-throughput results deposited in PubChem by several laboratories.
